Screening results from PubChem.
12-LOX inh – blocks human arachidonate 12S-lipoxygenase; P18054; purified 12hLO, xylenol orange hydroperoxide absorbance; Potency, µM (top dose mostly 108 µM), for the others: top-dose activity change, negative = inhibition, actives largely listed as inhibitors; 580,000 tested, 1.1% active; AID 1671190; active means well fitted inhibition curve with a large enough effect; inconclusive means small, poorly fitted or top-dose-only effect, or another doubt; inactive means no such curve, though single readings can be large or run the other way
Target sequence (P18054 whole entry, looked up): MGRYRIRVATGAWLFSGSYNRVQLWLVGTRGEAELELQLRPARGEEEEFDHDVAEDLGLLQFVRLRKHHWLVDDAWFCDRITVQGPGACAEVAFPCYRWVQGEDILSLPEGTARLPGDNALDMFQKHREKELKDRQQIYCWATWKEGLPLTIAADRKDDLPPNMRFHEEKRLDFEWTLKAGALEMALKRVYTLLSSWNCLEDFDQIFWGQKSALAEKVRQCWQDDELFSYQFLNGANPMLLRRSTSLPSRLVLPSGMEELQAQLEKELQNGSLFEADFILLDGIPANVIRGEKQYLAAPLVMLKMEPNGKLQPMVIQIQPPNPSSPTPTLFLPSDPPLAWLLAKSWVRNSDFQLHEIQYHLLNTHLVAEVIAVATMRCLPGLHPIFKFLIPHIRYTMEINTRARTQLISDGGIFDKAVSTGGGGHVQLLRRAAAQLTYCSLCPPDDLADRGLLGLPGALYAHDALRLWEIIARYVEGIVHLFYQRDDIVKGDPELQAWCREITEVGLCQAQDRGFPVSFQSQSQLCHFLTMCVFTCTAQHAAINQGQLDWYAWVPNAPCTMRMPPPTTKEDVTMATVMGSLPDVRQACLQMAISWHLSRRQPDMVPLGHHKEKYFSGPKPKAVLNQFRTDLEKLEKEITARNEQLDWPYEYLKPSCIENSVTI
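Purified human 12hLO at 150 nM in 25 mM Hepes, 0.01% Triton X-100, pH 7.0, preincubated 15 min at room temperature with compound. Reaction started with 40 uM arachidonic acid, 30 min at room temperature. Hydroperoxide measured by Fe-xylenol orange, 573/405 nm absorbance ratio.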
The depositor's hits bear a star; ? = inconclusive; [ ] = another dose, or the depositor's remark. On the % scale 0 is the no-effect control and ±100 the full control effect; potency means the concentration at half of the fitted maximal effect. Not all compounds are listed. The share of hits here may be higher or lower than overall.

No.	canonical_smiles	12-LOX inh
1	CC1(c2ccccc2)N(Cc2cccnc2)C(=O)OC12CCN(C(=O)Cc1cccc(F)c1)CC2 (stereo not drawn)	48%[activator]
2	COc1ccc(NC(=O)N2CC[C@H]3CC(=O)N(CCN4CCNC4=O)CC[C@H]3C2)cc1	38%[176 µM]
3	O=C(c1cc(Cl)ccc1F)N1CCC[C@H]1c1nc(-c2ccc(F)cc2)no1	9%
4	Cn1c(CO)nnc1C1CCN(c2ncncc2C(=O)O)CC1	0%
5	C=CCNc1nc2c(c(=O)n(C)c(=O)n2C)n1CCC(C)C	38%[activator]
6	CCN1CCCC2(CCN(C(=O)NCCc3ccccc3F)C2)C1=O (stereo not drawn)	10%
7	COC[C@H]1C[C@@H](NC(=O)CC(C)(C)C)[C@H](O)[C@@H]1O	81%[activator][176 µM]
8	CC1Cc2ccccc2N1C(=O)c1cccc(S(=O)(=O)Nc2ccccc2F)c1 (stereo not drawn)	?
9	O=C(c1ccsc1)N1CCC(Oc2cccc(F)c2)C1 (stereo not drawn)	8%
10	O=C(c1ccc2c(c1)OCO2)N1CCC2(CC1)CC(c1ccccc1)=NO2	?
11	CN(CCc1ccccn1)[C@H]1[C@@H]2OC[C@@H](O2)[C@@H](NCc2ccccc2O)[C@@H]1O	85%[activator][176 µM]
12	Cc1ccccc1CNC(=O)c1ccc(-c2ccc(S(=O)(=O)N3CCCC3)cc2)cc1	-9%
13	CCn1cnnc1CC1CCN(C(=O)CCC(=O)n2nc(C)c3ccccc32)CC1	40%[activator]
14	Cc1ccc(C23CC4CC(CC(C(=O)Nc5ccccc5Br)(C4)C2)C3)cc1	-2%
15	COc1ccc(-c2nc3cc(NC(=O)C(C)C)ccc3o2)cc1OC	26%

Sorted by length of the SMILES (lowest first): part of the list above
No.	canonical_smiles	12-LOX inh
14	Cc1ccc(C23CC4CC(CC(C(=O)Nc5ccccc5Br)(C4)C2)C3)cc1	-2%
3	O=C(c1cc(Cl)ccc1F)N1CCC[C@H]1c1nc(-c2ccc(F)cc2)no1	9%
12	Cc1ccccc1CNC(=O)c1ccc(-c2ccc(S(=O)(=O)N3CCCC3)cc2)cc1	-9%
1	CC1(c2ccccc2)N(Cc2cccnc2)C(=O)OC12CCN(C(=O)Cc1cccc(F)c1)CC2 (stereo not drawn)	48%[activator]

Following part:
No.	canonical_smiles	12-LOX inh
16	O=C(NCc1ccnc2[nH]ccc12)c1cncc(Br)c1	30%[176 µM]
17	Cc1cccc(CNC(=O)Cn2c(C)ccc(NS(C)(=O)=O)c2=O)c1	10%
18	COc1cccc(OCc2nc(C(=O)N3CCCC3c3nccs3)co2)c1 (stereo not drawn)	2%
19	CC1CCC2(CC1)NC(=O)N(CC(=O)Nc1ccc(Br)cc1F)C2=O (stereo not drawn)	?
20	CCn1nc(C(=O)Nc2cccc(C)n2)c2ccccc2c1=O	-3%
21	OC[C@@H]1CNC[C@H]1c1nc(-c2ccncc2)no1	?
22	Cc1cc(C(=O)Nc2ccccc2C(C)(C)C)c2ccccc2n1	-44%
23	O=C(Nc1cnc(-c2ccc(Cl)cc2)nc1)c1ccc(F)c(F)c1	50%[activator]
24	CCn1ncc(N2CCCC(CC(=O)N3CCN(c4cccc(Cl)c4)CC3)C2)cc1=O (stereo not drawn)	?
25	Cc1ccc(C)c(-c2cc3c(=O)n(CCNC(=O)Cc4cccs4)ccn3n2)c1	4%
26	O=C(CCC1CCN(S(=O)(=O)c2ccccc2)CC1)NCc1cccs1	-3%
27	COc1ccccc1NC(=O)C(C)Sc1ncnc2ccccc12 (stereo not drawn)	-1%
28	COCCNC(=O)c1nc(-c2cccnc2)c2ccccn12	35%[activator][176 µM]
29	COc1ncccc1-c1cc(C(=O)NCc2c(C)cc(C)[nH]c2=O)c2c(c1)N(C(C)C)CCO2	-23%
30	COc1cc(OC)cc(C(=O)N2CCC(C(=O)O)CC2)c1	-27%
31	CC(Oc1cc2oc(=O)cc(-c3ccccc3)c2cc1Cl)C(=O)NCc1ccccn1 (stereo not drawn)	-3%
32	O=C(COc1c(I)cc(Cl)c2cccnc12)N1CCCC1	?
33	CCn1nccc1C(=O)N1CCC2(CC1)CN(C(C)=O)CC2COC (stereo not drawn)	8%
34	OC1(CN2CCC(c3nnc4ccccn34)CC2)CNCCOC1 (stereo not drawn)	3%
35	COc1ccc(SSc2ccc(OC)cc2C(=O)O)c(C(=O)O)c1	-22%
36	CCc1cccc(-n2c(SCc3nc4ccccc4o3)nnc2N2CCOCC2)c1	-2%
37	Cc1ccc(NC(=O)c2nn(Cc3ccccc3)c(=O)c3ccccc23)cc1S(=O)(=O)N(C)C	-7%
38	CC(Cn1ccc2ccccc21)NC1CCN(c2ccc(C(=O)N(C)C)cc2)CC1 (stereo not drawn)	25%
39	Cc1nc2scc(CC(=O)NC(C)C)n2c(=O)c1-c1cc(C)n(-c2cccc(F)c2)n1	1%
40	CC(Sc1nc2ccccc2o1)C(=O)NC1CCCC1 (stereo not drawn)	-3%
41	CC(C)CNC(=O)c1ccc2c(c1)N(S(=O)(=O)c1ccccc1F)CC2	5%
42	CCN(CC)C(=O)c1onc(-c2ccc(OC)cc2)c1[C@H](C)O	13%[176 µM]
43	CCCCn1nc(C(=O)Nc2ccccc2)c2ccccc2c1=O	-28%
44	COc1ccccc1CC(=O)NC1CCN(c2cc(C(F)(F)F)ncn2)CC1	5%
45	O=C(c1cc(C2CC2)nc2onc(C3CCCNC3)c12)N1CCCCC1 (stereo not drawn)	2%[6.33 µM]

An excerpt from above in order of the 12-LOX inh value, highest first.
| cpd | SMILES | 12-LOX inh |
| --- | --- | --- |
| 44 | COc1ccccc1CC(=O)NC1CCN(c2cc(C(F)(F)F)ncn2)CC1 | 5% |
| 39 | Cc1nc2scc(CC(=O)NC(C)C)n2c(=O)c1-c1cc(C)n(-c2cccc(F)c2)n1 | 1% |
| 31 | CC(Oc1cc2oc(=O)cc(-c3ccccc3)c2cc1Cl)C(=O)NCc1ccccn1 (stereo not drawn) | -3% |

(more compounds)
No.	canonical_smiles	12-LOX inh
46	COCc1ccc2c(c1)c(OC(C)(C)C(=O)Nc1ccccn1)nn2Cc1cccc(OC)c1	2%
47	Cn1nc(C(=O)Nc2ccc(Cl)c(Cl)c2)c2ccccc2c1=O	-8%
48	C#CCN(C)Cc1nc(C2(O)CCN(C(=O)c3cccc(F)c3)CC2)cs1	69%[activator][176 µM]
49	COc1ccc(C(=O)N2CCCC(c3nccn3CC3CCC3)C2)c(OC)n1 (stereo not drawn)	11%
50	COc1ccccc1[C@@H]1CN(C(=O)c2cccnc2OC)C[C@H]1C(=O)O	12%
51	O=C(Nc1ccc(-c2nnc3n2CCCC3)cc1)c1ccc(F)c(F)c1	31%
52	Cc1c(S(=O)(=O)c2ccccc2)c(N)n(Cc2cccs2)c1C	-15%
53	CC(=O)NC(=S)Nc1ccc(NC(=O)c2cccc(Cl)c2)cc1	41%[activator]
54	Clc1ccccc1-c1nc(N2CCCC2)c2ccccc2n1	?
55	Cc1cc(NC(=O)CN2CCN(C(=O)c3ccc(C)c(F)c3)CC2)no1	?
56	Cc1ccc(N(C(C)C(=O)N2CCCCC2)S(C)(=O)=O)cc1 (stereo not drawn)	-1%
57	COc1cccc(C2c3cccn3-c3ccccc3N2C=NC(C)(C)C)c1 (stereo not drawn)	-13%
58	COc1ccc(N2C(=O)CSC23CCN(C(=O)C2CCCC2)CC3)cc1	49%[activator]
59	COc1ccc2nc3n(c2c1)[C@@H](CNS(=O)(=O)c1ccc(F)cc1)COC3	1%[176 µM]
60	O=C(Nc1cccc(F)c1)c1cnc2c(c1)N([S+](=O)([O-])c1cccnc1)CCC2	22%[176 µM]

Grouped by structure: the entries above containing a thiophene ring, fused or not.
No.	canonical_smiles	12-LOX inh
9	O=C(c1ccsc1)N1CCC(Oc2cccc(F)c2)C1 (stereo not drawn)	8%
25	Cc1ccc(C)c(-c2cc3c(=O)n(CCNC(=O)Cc4cccs4)ccn3n2)c1	4%
26	O=C(CCC1CCN(S(=O)(=O)c2ccccc2)CC1)NCc1cccs1	-3%
52	Cc1c(S(=O)(=O)c2ccccc2)c(N)n(Cc2cccs2)c1C	-15%

(list continues)
No.	canonical_smiles	12-LOX inh
61	O=C1CC(C(=O)O)C2(CCN(C(=O)c3ccc4c(c3)OCO4)CC2)N1 (stereo not drawn)	-9%
62	CCC(CC)C(=O)NC[C@H]1O[C@@H](CC(=O)NCc2ccc(F)cc2)[C@H](O)[C@@H]1O	2%[176 µM]
63	CCOc1ccc(C(=O)N2CCC[C@H]2c2nc(-c3ccc(OC)cc3)no2)cc1OCC	57%[activator]
64	CCCCn1c(CCC(=O)N(C)Cc2cc(C)ccc2OC)nc2c1c(=O)[nH]c(=O)n2CCCC	?
65	CN(C)CCN(Cc1ccc(F)cc1)C(=O)Nc1cccc2ccccc12	-58%
66	Cc1[nH]c2ccccc2c1C(=O)/C(C#N)=C\c1cccc(Br)c1	?
67	CCc1cccc(Nc2nc(N)c(C(=O)c3ccccc3)s2)c1	?
68	CCN(CC)Cc1cnc2c(C(=O)NC(C)c3ccc(O)cc3)cnn2c1 (stereo not drawn)	0%
69	S=C(N/N=C/c1c(Cl)cccc1Cl)Nc1ccccc1	?
70	C=CC[N+]1(CC2C(C)C=C(C)CC2C)CCCCC1 (stereo not drawn)	?
71	COc1cc(OC(F)(F)F)ccc1C(=O)N1CCC(c2nnc3n2C(C(=O)O)CC3)CC1 (stereo not drawn)	?
72	Cc1cccc(C)c1-c1nc(C(=O)N2CCC(C#N)CC2)n2ccccc12	6%[6.33 µM]
73	COCCn1c(C)cnc1CC1CCCN(Cc2ccc(F)cc2F)C1 (stereo not drawn)	50%[activator]
74	Cc1ccc(B(O)O)c2cccnc12	28%
75	O=C(c1ccccn1)N1CCC(N(C(=O)NCCc2ccccc2)C2CCOCC2)CC1	38%
76	CCc1cc2c(nc1CC)CCCN2S(=O)(=O)c1ccccc1	-3%
77	NCCCNCCCCN(CCCN)/[N+]([O-])=N/O	?
78	COc1ccc(CN(C)C(=O)Cn2nnnc2CN2CCOCC2)c2cccnc12	-3%
79	Cc1cccc(OCC(=O)N[C@@H]2CCOC[C@H]2OCc2cscn2)c1C	11%
80	CCCn1cnc2c1CN(S(=O)(=O)Cc1ccccc1)[C@H](C(=O)OC)C2	0%[176 µM]
81	Cc1cccc2ncc(C(=O)N3CC[C@H](CO)[C@@H](O)C3)c(=O)n12	24%
82	COc1ccc(-c2nccn3cc(C(=O)NCc4ccc(OC)c(OC)c4)nc23)cc1	?
83	COC(=O)[C@]12C[C@H](CC(=O)NCC34CC5CC(CC(C5)C3)C4)C(=O)N(CCC3=CCCCC3)C1=C[C@H](C(C)(C)C)O[C@@H]2C	-12%
84	NC(=O)[C@@H](Cc1c[nH]c2ccccc12)NC(=O)C1=C[C@@H](NS(=O)(=O)c2cccs2)[C@@H](O)[C@H](O)C1	26%
85	CC1(C(=O)Nc2cccc(Cl)c2)CCCCC(=O)N1 (stereo not drawn)	12%
86	O=C(c1ccsc1)N1CCCC1c1nc(C2CCOCC2)no1 (stereo not drawn)	4%
87	Cc1cc(OCC(=O)N(Cc2cccs2)c2ccccn2)ccc1Cl	-4%
88	COCC1CN(Cc2ccc(OC(F)(F)F)cc2)CC12CCNCC2 (stereo not drawn)	-5%
89	CC1(c2cccnc2)N(Cc2ccccc2)C(=O)OC12CCN(C(=O)C1CCC1)CC2 (stereo not drawn)	15%[176 µM]
90	Cc1nn(CC(O)c2ccc(F)cc2F)c(=O)c2ccccc12 (stereo not drawn)	-14%
91	Cc1csc(NC(=O)CCc2ncc(-c3ccccc3Cl)o2)n1	1%
92	C[C@H]1CN([C@@H](C)CO)S(=O)(=O)c2ccc(Br)cc2O[C@H]1CN(C)C(=O)c1ccccc1F	-5%
93	NCC(=O)N1CCC(n2nccc2NC(=O)c2ccccc2)CC1	-1%
94	CCC(C)(C)NC(=O)Cn1c(C)ccc(NS(=O)(=O)CC)c1=O	-7%
95	COC(=O)C1=C(C)N(Cc2ccc(C(F)(F)F)cc2)C(=NCc2ccc3c(c2)OCO3)NC1c1ccccc1C(F)(F)F (stereo not drawn)	-22%
96	CC(C)(C)C(CCC(=O)O)CC(=O)O (stereo not drawn)	-29%
97	COc1ccc(-n2ccnc2CN2CCOC(c3cccnc3)C2)cc1 (stereo not drawn)	38%[activator]
98	OCCC#Cc1ccc(CN2CCC(CO)(Cc3ccccc3Cl)CC2)cc1	8%
99	O=C(NC[C@H]1Cn2c(-c3ccc4c(c3)OCO4)cnc2CO1)Nc1ccccc1	35%[activator][176 µM]
100	COc1ccc(/C=C/C(=O)Sc2ccc(C)cc2)cc1	2%
101	CCOC(=O)C1=C(N)Oc2c(oc(CO)cc2=O)C1c1ccccc1C(F)(F)F (stereo not drawn)	?
102	CN1C(=O)CC[C@]2(C(=O)NCc3cccs3)CCCC[C@@H]12	20%
103	CCOc1cccc(CNC(=O)c2ccc3c(c2)N(S(C)(=O)=O)CC3)c1	?
104	CN(CC(=O)NC1(C#N)CCCC1)C(c1ccccc1)c1ccccc1	19%
105	CCOc1ccc(NC(=O)COC(=O)COc2ccc(C3SCCCS3)cc2)cc1OCC	6%
106	CCOCC(=O)NC1CCN(c2cnn(C)c(=O)c2)CC1	24%
107	COc1ccc(OCc2cc(C(=O)N3CCN(CC4CC4)CC3)n[nH]2)c(Cl)c1	52%[activator]
108	O=C(Nc1cc(F)cc(F)c1)C1CCN(C(=O)c2ncn3c2COC(c2ccc(F)cc2)C3)CC1 (stereo not drawn)	59%[activator]
109	OC[C@@H]1O[C@H](CNC2CCOCC2)[C@H](N2CCCC2)[C@@H]1O	22%[176 µM]
110	Cc1noc(C)c1CO[C@@H]1COCC[C@H]1NC(=O)Cn1nc2ccccc2n1	16%
111	O=C(C1CCOC1)N1CCOc2ccc(CN3CCC(Oc4cccnc4)CC3)cc2C1 (stereo not drawn)	3%
112	O=C(CC1CCCC1)NC1CCN(c2cnn(Cc3ccccc3)c(=O)c2)CC1	37%
113	CCN(c1ccc(NC(=O)CN(C)c2ccccc2)cc1)C(C)C	-6%
114	CN(C)C[C@@H]1CN(C2CCOCC2)C[C@H]1NC(=O)c1ccoc1	161%[activator]
